# MITF inh: human MITF inhibition, primary screen | O75030 | AlphaScreen MITF homodimerization, bead proximity signal | inhibition, % at 2.6 µM | actives 0.91% (n = 650,000) | AID 1259374; in the data active = inhibition above about 50%;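 also: 0% = vehicle wells with protein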
# Target sequence (O75030 whole entry, looked up): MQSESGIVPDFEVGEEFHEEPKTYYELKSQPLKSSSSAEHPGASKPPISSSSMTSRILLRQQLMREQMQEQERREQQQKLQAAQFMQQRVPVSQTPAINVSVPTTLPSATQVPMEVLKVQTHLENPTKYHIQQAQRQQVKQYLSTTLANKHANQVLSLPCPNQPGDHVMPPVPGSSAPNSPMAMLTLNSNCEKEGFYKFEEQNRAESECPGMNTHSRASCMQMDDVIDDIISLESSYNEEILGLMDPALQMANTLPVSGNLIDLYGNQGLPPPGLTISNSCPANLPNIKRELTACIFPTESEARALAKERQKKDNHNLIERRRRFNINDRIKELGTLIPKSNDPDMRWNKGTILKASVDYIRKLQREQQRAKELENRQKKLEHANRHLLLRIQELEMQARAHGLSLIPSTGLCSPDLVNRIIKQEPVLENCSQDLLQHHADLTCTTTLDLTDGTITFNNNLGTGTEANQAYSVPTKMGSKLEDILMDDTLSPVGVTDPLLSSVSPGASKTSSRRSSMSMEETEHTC
# GPR151 activ: activates the human receptor GPR151; Q8TDV0; PathHunter beta-arrestin GPR151 cells, luminescence; activation, % at 11.2 µM; actives 1% (n = 650,000); in the data active = activation above about 4.9%;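 also: 0% = median of compound wells and 100% = cells with positive control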
# Target sequence (Q8TDV0 whole entry, looked up): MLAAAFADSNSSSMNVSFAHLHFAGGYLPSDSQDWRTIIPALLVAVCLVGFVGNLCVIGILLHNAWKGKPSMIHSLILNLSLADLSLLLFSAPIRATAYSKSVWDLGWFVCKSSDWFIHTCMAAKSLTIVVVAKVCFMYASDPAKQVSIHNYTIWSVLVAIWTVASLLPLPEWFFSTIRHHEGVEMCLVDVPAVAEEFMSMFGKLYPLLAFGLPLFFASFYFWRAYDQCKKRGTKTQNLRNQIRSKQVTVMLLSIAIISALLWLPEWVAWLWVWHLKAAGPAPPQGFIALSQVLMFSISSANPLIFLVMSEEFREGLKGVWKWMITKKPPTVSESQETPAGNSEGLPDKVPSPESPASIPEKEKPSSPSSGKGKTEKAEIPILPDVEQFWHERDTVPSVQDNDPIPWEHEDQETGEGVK
# TEAD-YAP block: TEAD-YAP interaction inhibition. inhibition, % at 9.12 µM. HEK-TIYL cells, TEAD-Gal4/YAP UAS-luciferase luminescence. actives 1.4% (n = 640,000); in the data active = inhibition above about 32%;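 also: 0% = median of test compound wells and 100% = reference inhibitor wells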
# FBW7 activator: human FBW7 E3 ligase activation, primary screen | normalized activity (activation), % at 26.1 µM | actives 0.13% (n = 650,000) | AlphaScreen FBW7–phospho-cyclin E peptide binding, activator screen | Q969H0; in the data active = normalized activity above about 1.9%;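 also: purified mutant Fbw7 with reduced substrate affinity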
# An asterisk follows results filed as active.
mol,MITF inh,GPR151 activ,TEAD-YAP block,FBW7 activator
C=CCn1c(C(CCC(C)C)CC(C)(C)O)n[nH]c1=S (configuration not stated),-4,-0.5,1,-0.2
CCOC(=O)c1ccc(NC(=O)COc2ccc(Cl)cc2Cl)cc1,-3,-0.2,1,-0.1
CC1(C(=O)NC2CCCC2)CCC(=O)N1Cc1ccco1 (configuration not stated),20,-1.2,0,0.2
CCC(C)NC(=O)Cn1c(-c2ccccc2)cc(C(C)=O)c1C (configuration not stated),3,-1.1,-3,0.1
Cc1cccc(NC(=O)CCC2CCN(C(=O)Cc3cccnc3)CC2)c1,7,0.0,-18,-0.1
CCN(CC)C(=O)CN1C(=O)c2cccc3cccc(c23)C1=O,0,0.1,3,0.3
Cn1c(=O)c(C(=O)Nc2ccccc2F)c(O)c2ccccc21,11,-0.1,-24,0.5
CC(=O)NC1C(OCc2ccccc2)OC(COC(C)=O)C(OC(C)=O)C1OC(C)=O (configuration not stated),-14,-0.6,-3,0.1
Nc1nnc(SCC(=O)Nc2ccc(Br)cc2)s1,-2,-0.6,2,0.0
Oc1c(Cl)cc(Cl)cc1/C=N/Nc1nccnc1Cl,7,1.9,-29,-0.2
O=C(CSc1nnc(NC(=O)c2ccco2)s1)Nc1ccccc1-c1ccccc1,4,1.0,10,0.3
O=C1c2ccccc2S(=O)(=O)N1CCOc1ccc(Cl)cc1Cl,6,0.7,-8,0.1
CC(=O)c1ccc(OCCCC(=O)Nc2cccc(C#N)c2)cc1,-3,1.6,-6,0.0
CCOC(=O)c1[nH]c(C)c(C(=O)N2CCN(c3ccccc3)CC2)c1CC,9,0.2,-2,-0.1
Cc1ccc(C)c(-n2c(CNC(=O)c3ccco3)nnc2SCC(=O)Nc2nnc(C)s2)c1,15,1.6,5,1.2
Cc1cc(C)cc(Nc2nc3ccccc3n3nnnc23)c1,-3,1.6,-1,0.0
O=S(=O)(/N=C(\NS(=O)(=O)c1ccccc1)c1ccccc1)c1ccccc1,1,-1.0,-6,-0.2
O=C(NCCOc1cccc2ccccc12)C1CCCN1S(=O)(=O)c1ccc2ccccc2c1 (configuration not stated),-6,-1.8,-3,-0.1
O=C(N/N=C/c1ccncc1)c1ccccc1O,-17,-0.6,-37,0.0
Cc1oc2ccc(OCC(=O)NN)cc2c1C(=O)OC(C)C,13,0.5,0,1.2
CCOC(=O)COc1ccc2c(=O)c(Oc3ccc(OC)cc3)coc2c1,11,4.0,5,0.2
O=C(NCCCO)/C(=C\c1ccccc1)NC(=O)c1ccccc1Cl,14,0.4,-7,-0.1
Cc1cc(C)c2oc(-c3ccc(C)c(NC(=O)c4ccc(F)cc4)c3)nc2c1,-15,1.5,1,-0.1
COCCCNC(=O)CCc1nnc2n(CCc3ccccc3)c(=O)c3ccccc3n12,14,1.4,8,1.0
O=C(CCc1nnc(Cc2ccc(-c3ccccc3)cc2)o1)NCCN1CCOC1=O,6,0.3,-5,-0.2

# 4 compounds from above, ordered by molecular weight, lowest first.
mol,MITF inh,GPR151 activ,TEAD-YAP block,FBW7 activator
O=C(N/N=C/c1ccncc1)c1ccccc1O,-17,-0.6,-37,0.0
Cc1oc2ccc(OCC(=O)NN)cc2c1C(=O)OC(C)C,13,0.5,0,1.2
O=C1c2ccccc2S(=O)(=O)N1CCOc1ccc(Cl)cc1Cl,6,0.7,-8,0.1
O=C(CSc1nnc(NC(=O)c2ccco2)s1)Nc1ccccc1-c1ccccc1,4,1.0,10,0.3

# (continued)
mol,MITF inh,GPR151 activ,TEAD-YAP block,FBW7 activator
O=C(COC(=O)c1cc(-c2ccco2)nc2ccccc12)Nc1ccc(F)c([N+](=O)[O-])c1,15,-0.4,13,0.1
COc1ccc(CC2(CCC(=O)NCc3nccs3)CCC(=O)N2)c2ccccc12 (configuration not stated),-9,0.8,-3,0.0
O=C(/C=C/c1cccc([N+](=O)[O-])c1)Nn1c(-c2cccc(Cl)c2)nc2ccccc2c1=O,8,-1.3,6,1.5
c1ccc(Cn2c(CNc3nc4ccccc4n3CCN3CCCCC3)nc3ccccc32)cc1,-8,-1.6,-10,-0.1
CC1CCCCN1c1ncccc1C(=O)N1CCCCC1 (configuration not stated),8,-0.8,-4,-0.1
COC(=O)c1ccc(C[n+]2ccccc2)cc1,15,-0.2,8,1.4
Cc1cccc(Oc2coc3cc(OC(=O)c4cncc(Br)c4)ccc3c2=O)c1,-1,2.0,-9,-0.2
CC(=O)Nc1ccc2oc(-c3ccc(Cl)cc3Cl)nc2c1,19,-0.7,-20,0.2
O=C(Cn1cnc2sc3c(c2c1=O)CCCC3)NCCCC(=O)N1CCN(c2ccccc2F)CC1,11,0.2,11,0.1
CCOc1cc(N2CCOCC2)c(OCC)cc1NC(C)C(=O)N1CCc2ccccc21 (configuration not stated),1,1.3,-2,-0.2
CCn1c(=O)c(C(=O)Nc2cc(C)cc(C)c2)c(O)c2ccccc21,-11,-0.9,-6,0.2
COc1ccc(NC(=O)C2=C(C)NC(=S)NC2c2cccc(OC)c2)cc1 (configuration not stated),13,1.0,0,-0.1
O=C(Oc1ccc(OC(=O)c2cccnc2)c(Br)c1)c1cccnc1,11,1.7,5,0.0
CC1=C(C(=O)Nc2ccc(Cl)cc2)C(c2ccc(Br)cc2)NC(=S)N1 (configuration not stated),4,2.2,6,-0.1
CCN1C(=O)C(O)(CC(=O)c2ccc3c4c(cccc24)CC3)c2ccccc21 (configuration not stated),10,0.3,3,0.0
COc1ccc(-c2nc(SCC(=O)c3ccccc3)n[nH]2)cc1,-4,2.6,-16,0.1
CCOC(=O)C1CCCN(CCC(=O)Nc2ccccc2C)C1 (configuration not stated),-1,-1.9,-1,0.1
N/C(=N\OC(=O)c1cccc([N+](=O)[O-])c1)c1cccc(Br)c1,-16,0.9,-5,0.2
N=C1S/C(=C\c2ccc(-c3cccc(C(=O)O)c3)o2)C(=O)N1c1ccc2c(c1)OCO2,-4,0.0,-1,-0.3
Cc1cccc(NC(=O)c2cc3c(=O)n4ccccc4nc3n(CC(C)C)c2=N)c1,-1,1.1,-14,-0.2
Cc1nc(Nc2ccncc2)cc(-c2cccnc2)n1,-9,-1.0,-3,-0.2
CC1(C)CC(=O)c2cc(C(=O)Nc3ccccc3)c(=O)n(-c3ccc(Cl)cc3)c2C1,12,0.7,-21,-0.2
Cc1ccc(C(=O)Nc2ccc(OCC(N)=O)cc2)cc1Cl,-6,0.0,-20,0.0
CC1Oc2ccc(F)cc2N(Cc2ccccc2F)C1=O (configuration not stated),11,0.6,-15,0.1
COc1ccc(C=C2C(=O)N(C)C(=S)N(C)C2=O)cc1OCc1ccccc1,16,-0.8,9,0.1
O=C(/C=C/c1ccco1)c1ccc2c(c1)C1C=CCC1C(c1ccc(Cl)cc1)N2 (configuration not stated),42,-1.0,-8,-0.2
COCCCNC(=O)CN(c1cc([N+](=O)[O-])ccc1OC)S(C)(=O)=O,7,-1.0,-3,0.1
COc1ccc(-c2nc(CSCC(=O)NCC(OC)OC)c(C)o2)cc1,18,0.6,6,0.0
C=CCS(=O)(=O)N1CCC(CCCc2ccccc2)(C(=O)OCC)CC1,-6,-0.3,3,-0.1
Cc1[nH]n2c(=O)cc(C(C)(C)C)nc2c1-c1cccs1,13,-1.2,50*,-0.4
c1ccc2c(c1)CCN2c1ncnc2nc[nH]c12,-1,-5.7,0,0.0
COc1cccc(/C=C2/N=C(c3cccc(Cl)c3Cl)OC2=O)c1,3,1.7,5,0.0
CCc1nn(CC(=O)N2CCCC2)c(=O)c2cccn12,3,0.8,5,-0.1
COc1cc(Nc2nc(Nc3cccnc3)nc3c2ncn3C(C)C)cc(OC)c1OC,-2,-2.0,3,-0.1
O=C(Cn1nnc(-c2ccccc2Cl)n1)Nc1ccccc1F,-1,-0.1,-12,-0.1
CCC(C)NC(=O)CN(Cc1ccc(C)cc1)S(=O)(=O)c1ccc(Cl)cc1 (configuration not stated),11,-1.6,13,0.5
O=C1NC(c2ccccc2)=N/C1=C\c1cccc(Cl)c1,18,-0.4,2,0.3
Cc1ccc(C)c(C(=O)N2CCCC2)c1,-13,-0.3,19,0.0
Cc1ccc(NS(=O)(=O)c2coc(C(N)=O)c2)cc1F,4,1.1,2,0.1
COc1ccc(/C=C2/C(=N)N3OC(C)=CC3=NC2=O)cc1,15,-1.7,2,0.0
COc1ccc(CNc2ccnc3c(-c4cccc(C(N)=O)c4)cnn23)cc1,-13,1.1,-5,0.3
NC(=O)CSc1nnc(COc2ccccc2)n1C1CCCCC1,6,1.2,4,0.0
Cc1[nH]nc2c1C(c1ccc(Cl)cc1)C1=C(CC(C)(C)CC1=O)N2 (configuration not stated),14,1.9,8,0.1
CCCOC(=O)Nc1sc2c(c1C(=O)OCC)CCCC2,12,-1.6,5,0.5
COc1ccc(C(C)=O)cc1CSc1nc2cc(C(=O)N3CCC(C(N)=O)CC3)ccc2c2nc3ccccc3n12,-6,-1.1,-10,-0.1
COc1ccc2nc(NC(=O)c3ccc(OC(C)=O)cc3)sc2c1,2,-3.0,29,0.0
CCn1c(SCC(=O)N2CCCCC2)nnc1C(C)C,11,-1.9,-7,-0.1
Cc1ccc(C(=O)Nc2c(C)n(C)n(-c3ccccc3)c2=O)cc1,5,0.9,-6,-0.1
COC(=O)Nc1ccc(S(=O)(=O)C(F)F)cc1,-5,0.7,6,0.1
Cc1ccc(-n2c(SCc3ccccc3)nc3sc4c(c3c2=O)CCCCC4)cc1,12,-1.0,-4,-0.1

# (more compounds)
mol,MITF inh,GPR151 activ,TEAD-YAP block,FBW7 activator
O=C(NCc1cccnc1)C1CCCCN1S(=O)(=O)c1ccc(F)cc1 (configuration not stated),-7,0.4,4,-0.2
Cc1ccc(OCC(=O)Nc2ccc(S(=O)(=O)N3CCCCC3)cc2)cc1,-17,0.2,-4,-0.1
CCCC(=O)Nc1ccccc1NC(=O)c1cccc(C)c1,1,4.2,3,-0.3
COc1ccc(N2CCN(C(c3ccc4ncccc4c3)c3nnnn3C(C)C)CC2)cc1 (configuration not stated),13,-0.3,16,0.3
CCN(CC)C(=O)C1=C(C)Nc2nnnn2C1c1cccnc1 (configuration not stated),5,0.0,-39,0.1
Cc1ccc(-n2c(SCC(=O)NN)nnc2-c2ccccc2)cc1,1,0.0,-3,0.1
O=C(Nc1c(F)cc(F)cc1Br)c1cc(-c2cccnc2)on1,5,-0.4,-9,0.7
Cc1c(C(=O)Nc2ccc(S(N)(=O)=O)cc2)cccc1[N+](=O)[O-],-1,-0.5,5,-0.1
O=C(Nc1cccc(F)c1)C1CCN(C(=O)NC2CCCCC2)CC1,9,-1.0,6,0.0
Cc1c(Cl)cccc1NC(=O)Cn1nc(C(=O)N2CCOCC2)cc1-c1cccs1,-14,-1.5,-1,-0.3
CCc1ccc(C2C(C#N)=C(N)OC3=C2C(=O)c2ccccc2C3=O)cc1 (configuration not stated),2,0.7,3,0.0
CCN(CC)C(=O)[C@@H](NS(=O)(=O)c1ccc(C)cc1)C(C)C,43,-0.7,11,0.0
COc1cc2nc(SCC(=O)N3CCCc4ccccc43)n(CCc3ccc(Cl)cc3)c(=O)c2cc1OC,8,1.9,6,0.5
c1csc(-c2nnc3n2-c2ccccc2SC3)c1,-2,1.8,-11,-0.1
O=C(CCc1ccccc1)Nc1ccc(O)cc1,0,-1.3,-19,-0.1
CCOCCCN(Cc1cc2cc(C)cc(C)c2[nH]c1=O)C(=O)N1CCOCC1,9,1.2,8,0.1
O=C(CSc1nc2ccccc2c(=O)n1Cc1ccccc1)NCCc1ccccc1,-10,-1.2,12,0.5
COc1ccc(NC(=S)NCc2ccc3c(c2)OCO3)c(OC)c1,9,1.6,3,-0.3
Cc1nc(N)sc1-c1csc(Nc2ccccc2Br)n1,13,-0.5,-12,-0.5
CC1=C(C(=O)Nc2nc3ccccc3s2)C(c2cccc(Br)c2)C2=C(CCCC2=O)N1 (configuration not stated),15,0.8,1,0.5
CN1C(=O)c2cccc(NC(=O)c3cccc(F)c3)c2C1=O,-2,-1.6,0,-0.1
Cn1c(=O)oc2cc(S(=O)(=O)NC3CCCCCCC3)ccc21,6,-0.6,-1,0.1
O=C(COC(=O)c1ccc([N+](=O)[O-])o1)Nc1ccccc1Sc1ccccc1,10,0.5,-2,-0.5
CCOc1ccc(N(CC(=O)Nc2c(F)cccc2F)S(C)(=O)=O)cc1,-4,0.1,-17,-0.1
Cc1nnc(NC(=O)CSc2ccc(-c3ccc4c(c3)OCO4)nn2)s1,10,-0.6,-2,0.0
CCN(CC)c1ccc(NC(=S)NCCOC)cc1,1,0.1,-9,-0.4
Cc1cccc(-c2nc(CN3CCCC(C(=O)NCc4ccccc4)C3)c(C)o2)c1 (configuration not stated),-2,0.0,-12,0.0
N#Cc1ccccc1S(=O)(=O)NC1CCCc2ccccc21 (configuration not stated),-4,-0.3,3,0.1
COCCN1C(C)=CC(=C2C(=O)NC(=S)NC2=O)C=C1C(F)(F)F,2,-0.1,45*,0.0

# One compound at a time, from the list above.
# Listed for CCN(CC)c1ccc(NC(=S)NCCOC)cc1 : MITF inh: 1; GPR151 activ: 0.1; TEAD-YAP block: -9; FBW7 activator: -0.4
# Listed for COCCN1C(C)=CC(=C2C(=O)NC(=S)NC2=O)C=C1C(F)(F)F : MITF inh: 2; GPR151 activ: -0.1; TEAD-YAP block: 45*; FBW7 activator: 0.0
